Assay outcomes deposited in PubChem BioAssay by National Center for Advancing Translational Sciences (NCATS).
HP1b binding inh = inhibitors of HP1-beta chromodomain binding to methylated histone tails; P83916; Potency, µM (titrated, usually from 114 µM), without a hit: at the top dose activity change, negative = inhibition, actives largely listed as inhibitors; AlphaScreen HP1-beta / biotin-H3K9me3 peptide binding; actives 0.56% (n = 390,000); also: potency is read from the fitted curve at half-maximal effect; nearly all actives have a fitted effect of over 70% in size; inactives centre near 23
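HP1-beta protein (50 nM final) preincubated 30 min at room temperature with biotinylated H3(1-18)K9me3 peptide (50 nM) in PBS pH 7.4, 0.01% Tween-20, then compound added for 30 min. AlphaScreen streptavidin donor/nickel chelate acceptor beads (10 ug/mL final), 30 min dark, luminescence read.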
Tb PGK inh = T. brucei PGK inhibition; P07378; PGK/GAPDH coupled, Kinase-Glo luminescence, 60 min; Potency, µM (series often up to 57.5 µM), inactives show at the highest dose activity change, negative = inhibition, most hits filed as inhibitors; actives 0.043% (n = 380,000); AID 602233; also: potency is read from the fitted curve at half-maximal effect; % is scaled to controls: 0 for no effect and ±100 for the full control effect; nearly all actives have a fitted effect of over 60% in size
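Luminescent ATP detection (Kinase-Glo Plus) follows a 60-minute room-temperature incubation, with wells lacking PGK as controls. Buffer: 100 mM TEA (pH 7.6), 5 mM MgCl2, 0.01% Tween-20. Coupling enzyme GAPDH (100 nM final) supplies unstable 1,3-BPG in-well.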
GLS inhibitor = inhibitors of human glutaminase (GLS); O94925; GLS enzymatic activity, qHTS titration; Potency, µM (doses to about 45.5 µM), for inactives: top-dose activity change, negative = inhibition, actives largely listed as inhibitors; actives 0.21% (n = 410,000); also: potency is read from the fitted curve at half-maximal effect; % is scaled to controls: 0 for no effect and ±100 for the full control effect
Target sequence (O94925 whole entry, looked up): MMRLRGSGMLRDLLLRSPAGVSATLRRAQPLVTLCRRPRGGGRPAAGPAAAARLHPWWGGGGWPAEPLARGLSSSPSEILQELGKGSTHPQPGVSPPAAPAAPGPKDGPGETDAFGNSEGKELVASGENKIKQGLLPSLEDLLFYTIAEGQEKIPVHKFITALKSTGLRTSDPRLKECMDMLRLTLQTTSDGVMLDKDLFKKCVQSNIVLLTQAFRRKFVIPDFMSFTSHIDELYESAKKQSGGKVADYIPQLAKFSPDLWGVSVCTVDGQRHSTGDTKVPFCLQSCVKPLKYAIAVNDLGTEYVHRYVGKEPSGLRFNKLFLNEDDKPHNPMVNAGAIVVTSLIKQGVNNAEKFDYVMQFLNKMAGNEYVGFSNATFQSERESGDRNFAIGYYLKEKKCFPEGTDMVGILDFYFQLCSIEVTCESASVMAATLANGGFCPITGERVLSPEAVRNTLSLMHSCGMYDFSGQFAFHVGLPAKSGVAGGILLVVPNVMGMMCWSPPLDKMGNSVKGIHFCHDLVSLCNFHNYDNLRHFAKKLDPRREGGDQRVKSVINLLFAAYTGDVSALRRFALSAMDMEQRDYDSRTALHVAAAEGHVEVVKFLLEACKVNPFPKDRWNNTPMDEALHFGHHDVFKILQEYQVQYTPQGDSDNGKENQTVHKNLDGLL
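hKGA in 45 mM KH2PO4 (pH 8.2), 0.02% Tween-20 with compound, then 1mM L-Glutamine (stock as added) plus glutamate oxidase/HRP/Amplex red coupling mix. Fluorescence read initially and after 30 min at RT; signal change reflects glutamate formation.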
PI4K2A inh = blocks human PI4K2A kinase activity | actives 0.13% (n = 420,000) | Q9BTU6 | activity change, negative = inhibition, % at 76.9 µM | purified PI4K2A, ADP-Glo luminescence, 1 h; stronger effect = lower value; in the data active = activity change below about -50%; inconclusive = mostly about -30% to -49%;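 also: -100% = wells without enzyme as full effect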
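Compounds are screened against recombinant PI4K2A using PI as substrate and ATP, the latter dispensed at 300 microM. Reactions run one hour at ambient temperature before ADP-Glo detection; full inhibition defined by wells lacking enzyme.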
BAZ2B inh = BAZ2B (human) inhibition; Q9UIF8; AlphaScreen BAZ2B-H3K14Ac peptide displacement; Potency, µM (titrated, usually from 114 µM), for the others: at the top dose activity change, negative = inhibition, hits mostly inhibitors; actives 4.4% (n = 360,000); AID 504333; also: potency is read from the fitted curve at half-maximal effect; % is scaled to controls: 0 for no effect and ±100 for the full control effect; nearly all actives have a fitted effect of over 60% in size
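AlphaScreen luminescence quantifies BAZ2B engagement of H3K14Ac peptide; the protein and biotinylated peptide are both at 50 nM final, buffer PBS pH 7.4 with 0.01% Tween-20, all steps at room temperature.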
ERG-DNA inh = blocks human ERG Ets domain binding to DNA; Potency, µM (top dose mostly 76.9 µM), without a hit: at the highest dose FP activity, negative = inhibition, hits mostly inhibitors; AID 624246; actives 0.028% (n = 370,000); fluorescence polarization, His-ERG Ets domain / labelled DNA; active = well fitted inhibition curve with a large enough effect in the polarisation, with a control signal flat; inconclusive = small, poorly fitted or top-dose-only effect, or effect the other way, or a change in a side signal; inactive = no such curve, though single readings can be large or run the other way; the % refers to the polarisation;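 also: polarization taken with two DNA probes labelled with fluorescein and Texas red; potency is read from the fitted curve at half-maximal effect; % of control where 0% means no effect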
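His-tagged ERG Ets domain (1 uM in the protein solution; 300mM KCl, 50mM Tris-HCl, 1mM EDTA, 1mM DTT, pH 7.5) received compound, then a probe mix of 5 nM fluorescein-DNA and 100nM Texas-615-DNA. Fluorescence polarization was read for both dyes.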
Pin1 inhibitor = human Pin1 inhibition. Q13526. Pin1 FP peptide displacement, HiFluor488, 10 min. Potency, µM (doses to about 115 µM), without a hit: at the highest dose activity, negative = inhibition, actives largely listed as inhibitors. actives 0.009% (n = 390,000). AID 504891; active = well fitted inhibition curve with a large enough effect in the polarisation, with a control signal flat, not every such curve was filed as active; inconclusive = small, poorly fitted or top-dose-only effect, or effect the other way, or a change in a side signal; inactive = no such curve, though single readings can be large or run the other way; the % refers to the polarisation; also: potency is read from the fitted curve at half-maximal effect; % is scaled to controls: 0 for no effect and ±100 for the full control effect
G9a block = inhibitors of human histone lysine methyltransferase G9a; Q96KQ7; G9a H3K9 monomethylation, AlphaScreen, 2 h; Potency, µM (titrated, usually from 102 µM), for the others: at the top dose activity, negative = inhibition, actives largely listed as inhibitors; actives 8.8% (n = 350,000); AID 504332; also: potency is read from the fitted curve at half-maximal effect; % is scaled to controls: 0 for no effect and ±100 for the full control effect; nearly all actives have a fitted effect of over 75% in size
Target sequence (Q96KQ7 913-1193 limits assumed): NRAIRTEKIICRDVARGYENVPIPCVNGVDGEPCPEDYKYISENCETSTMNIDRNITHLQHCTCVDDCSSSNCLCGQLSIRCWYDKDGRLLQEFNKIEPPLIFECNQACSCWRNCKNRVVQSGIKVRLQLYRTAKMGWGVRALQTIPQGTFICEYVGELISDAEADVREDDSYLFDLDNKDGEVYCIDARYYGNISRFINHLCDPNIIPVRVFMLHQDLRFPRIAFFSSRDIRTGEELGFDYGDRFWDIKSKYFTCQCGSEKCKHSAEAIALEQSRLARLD
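Compounds were preincubated with 20 nM G9a for 15 min, after which biotinylated H3K9 peptide (500 nM) and SAM (20 uM) started a 2 h room-temperature reaction. Monomethylated product was quantified by antibody-based AlphaScreen chemiluminescence.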
JMJD2A Tudor = blocks the human JMJD2A Tudor domain; AID 504339; AlphaScreen JMJD2A-Tudor / H3K4me3 peptide binding; actives 4.4% (n = 390,000); O75164; Potency, µM (titrated, usually from 114 µM), for the others: top-dose activity change, negative = inhibition, most hits filed as inhibitors; also: potency is read from the fitted curve at half-maximal effect; % is scaled to controls: 0 for no effect and ±100 for the full control effect; nearly all actives have a fitted effect of over 50% in size
* = called active by the depositor; [ ] = remark or other dose. Unless noted, calls follow the shape of the dose curve; as a rule, active = well fitted curve in the direction sought with a large enough effect; inconclusive = small, poorly fitted or top-dose-only effect, or another doubt; inactive = no such curve, though single readings can be large; an effect the other way counts as inactive or inconclusive.

C=CCN1C(=O)C(Cc2cccc(Cl)c2)S/C1=N/N=C/c1ccco1 (stereo unspecified) was read as HP1b binding inh 14%, Tb PGK inh -5%, GLS inhibitor 1%, PI4K2A inh 0, BAZ2B inh inconclusive, ERG-DNA inh 7%, Pin1 inhibitor 14%, G9a block 10µM* and JMJD2A Tudor 7%.
Cc1cc(C)c2c(=O)nc(SCc3ccccc3C)n(C3CC3)c2n1 was read as HP1b binding inh 29%[57 µM], Tb PGK inh inactive, GLS inhibitor -6%, PI4K2A inh -1, BAZ2B inh -2%, ERG-DNA inh 0%, Pin1 inhibitor -1%, G9a block -4%[59 µM] and JMJD2A Tudor -9%.
Screening O=C(CSc1ccc(-c2ccccc2)nn1)NCC1CCCO1 (stereo unspecified) returned HP1b binding inh 29%, Tb PGK inh -7%, GLS inhibitor -13%, PI4K2A inh 6, BAZ2B inh 1%, ERG-DNA inh 5%, Pin1 inhibitor 0%, G9a block 45µM* and JMJD2A Tudor -6%.
For O=C(NC1CCCCC1)c1ccccc1NC(=O)C1CC(=O)N(c2ccccc2)C1 (stereo unspecified) the results were HP1b binding inh 16%, Tb PGK inh -5%, GLS inhibitor 7%, PI4K2A inh -2, BAZ2B inh 3%, ERG-DNA inh -11%, Pin1 inhibitor -9%, G9a block inconclusive and JMJD2A Tudor -2%.
CN(C)C(=O)N1CCN(C(=O)N(C)C)CC1 was read as HP1b binding inh 48%[activator], Tb PGK inh inactive, GLS inhibitor -1%, PI4K2A inh -5, ERG-DNA inh 2%, Pin1 inhibitor -9%, G9a block 5%[59 µM] and JMJD2A Tudor -5%[57.1 µM].
Cn1cc(S(=O)(=O)NCc2cccs2)c(=O)n(C)c1=O was read as HP1b binding inh 27%, Tb PGK inh -2%, GLS inhibitor 0%, PI4K2A inh 1, BAZ2B inh 3%, ERG-DNA inh 2%, Pin1 inhibitor -3%, G9a block -16% and JMJD2A Tudor -13%.
`C=CCNC(=O)N1CCC(CO)(Cc2ccc(Cl)cc2)CC1` gave HP1b binding inh 17%, Tb PGK inh -3%, GLS inhibitor -1%, PI4K2A inh 4, BAZ2B inh 1%, ERG-DNA inh -8%, Pin1 inhibitor -1%, G9a block 9%[0.501 µM] and JMJD2A Tudor -3%.
For COc1cc2c(cc1OC)C(C)N(C(=O)Cn1ncc3c1-c1ccccc1OC3)CC2 (stereo unspecified) the results were HP1b binding inh 31%[activator], Tb PGK inh -5%, GLS inhibitor 18%, PI4K2A inh -6, BAZ2B inh -1%, ERG-DNA inh -23%, Pin1 inhibitor -1%, G9a block 79µM* and JMJD2A Tudor -23%.
`CC(C)[C@H](NC(=O)[C@H](Cc1ccccc1)n1c(=O)[nH]c2ccccc2c1=O)C(=O)N1CCC[C@@H]1C(=O)O` gave HP1b binding inh 35%, Tb PGK inh -5%, GLS inhibitor -7%, PI4K2A inh 1, BAZ2B inh -11%, ERG-DNA inh -10%, Pin1 inhibitor -10% and JMJD2A Tudor -7%.
For O=C(c1cc2ccccc2o1)N(Cc1ccco1)Cc1cccs1 the results were HP1b binding inh 18%, Tb PGK inh 7%, GLS inhibitor 7%, PI4K2A inh -6, BAZ2B inh -3%, ERG-DNA inh 3%, Pin1 inhibitor 21%, G9a block -39%[59 µM] and JMJD2A Tudor -14%.
Cc1ccc(NC(=O)CCS(=O)(=O)c2cccc3nonc23)c(Br)c1 was read as HP1b binding inh 22%, Tb PGK inh inactive, GLS inhibitor -6%, PI4K2A inh 8, BAZ2B inh -17%, ERG-DNA inh 2%, Pin1 inhibitor 5%, G9a block inconclusive and JMJD2A Tudor -3%.
For O=C(Cn1c(=O)n(-c2ccc(F)cc2)c(=O)c2sccc21)N1CCCC1 the results were HP1b binding inh 23%, Tb PGK inh -2%, GLS inhibitor 5%, PI4K2A inh 2, BAZ2B inh 2%, ERG-DNA inh 1%, Pin1 inhibitor 0%, G9a block 3% and JMJD2A Tudor 0%.
CCN(c1cccc(C)c1)S(=O)(=O)c1ccc2c(c1)NC(=O)CS2 was read as HP1b binding inh 24%, Tb PGK inh inactive, GLS inhibitor 1%, PI4K2A inh 0, BAZ2B inh -27%, ERG-DNA inh 6%, Pin1 inhibitor -8%, G9a block -36% and JMJD2A Tudor -4%.
CC1(C)CC(=O)C=C(NCCc2ccc(S(N)(=O)=O)cc2)C1 was read as HP1b binding inh 21%, Tb PGK inh 3%, GLS inhibitor -2%, PI4K2A inh 5, BAZ2B inh -7%, ERG-DNA inh -5%, Pin1 inhibitor 4%, G9a block inconclusive and JMJD2A Tudor 1%.
Screening COc1ccccc1CNC(=O)C1CCN(S(=O)(=O)c2cn(C)cn2)CC1 returned HP1b binding inh 16%, Tb PGK inh 8%, GLS inhibitor -9%, PI4K2A inh 3, BAZ2B inh -6%, ERG-DNA inh -2%, Pin1 inhibitor -19%, G9a block 3%[59 µM] and JMJD2A Tudor -5%.
O=C(NCC1CCCO1)c1cncc(Br)c1 (stereo unspecified) was read as HP1b binding inh 51%[activator], Tb PGK inh -1%, GLS inhibitor 0%, PI4K2A inh -13, BAZ2B inh -3%, ERG-DNA inh 1%, Pin1 inhibitor -19%, G9a block -15% and JMJD2A Tudor 9%.
Screening COc1ccc(CC(=O)NCc2ccc3c(c2)CCN3C(=O)c2ccc(Cl)cc2)cc1OC returned HP1b binding inh 21%, Tb PGK inh -4%, GLS inhibitor -1%, PI4K2A inh -3, BAZ2B inh -17%, ERG-DNA inh 0%, Pin1 inhibitor 34%[activator], G9a block -8%[59 µM] and JMJD2A Tudor inconclusive.
O=C(Nc1ccccc1N1CCN(C(=O)c2ccc(Cl)cc2)CC1)c1cccc([N+](=O)[O-])c1 was read as HP1b binding inh -11%, Tb PGK inh -10%, GLS inhibitor 3%, PI4K2A inh -1, BAZ2B inh 0%, ERG-DNA inh 1%, Pin1 inhibitor -9% and JMJD2A Tudor -28%.
For CCCN(CC(=O)Nc1ccccc1C)C(=O)c1ccc(N2CCCC2=O)cc1 the results were HP1b binding inh 49%[activator], Tb PGK inh 6%, GLS inhibitor 1%, PI4K2A inh -3, BAZ2B inh 11%, ERG-DNA inh 5%, Pin1 inhibitor 7%, G9a block -2%[12.7 µM] and JMJD2A Tudor 0%.
For CC1CCCCC12NC(=O)N(CC(=O)N1CCN(c3ccccc3)CC1)C2=O (stereo unspecified) the results were HP1b binding inh 25%, Tb PGK inh -1%, GLS inhibitor 33%[activator], PI4K2A inh -3, ERG-DNA inh 2%, Pin1 inhibitor 6% and JMJD2A Tudor -18%.
Screening Cc1ccc(N2CCN(C(=O)c3ccccc3F)CC2)c(C)c1 returned HP1b binding inh 52%[activator], Tb PGK inh -3%, GLS inhibitor 6%, PI4K2A inh -1, BAZ2B inh -1%, ERG-DNA inh 10%, Pin1 inhibitor -3%, G9a block 10%[59 µM] and JMJD2A Tudor 3%.
Cc1sc2nc(SCc3nc(-c4ccccc4)no3)n(-c3ccccc3)c(=O)c2c1C was read as HP1b binding inh 21%, Tb PGK inh 7%, GLS inhibitor 12%, PI4K2A inh 2, BAZ2B inh 1%, ERG-DNA inh -8%, Pin1 inhibitor -8%, G9a block 3.2µM* and JMJD2A Tudor 12%.
`S=C(NCC(c1ccco1)N1CCCC1)Nc1ccccc1` (stereo unspecified) gave HP1b binding inh 17%, Tb PGK inh -6%, GLS inhibitor 12%, PI4K2A inh 0, BAZ2B inh -13%, ERG-DNA inh 1%, Pin1 inhibitor -3%, G9a block inconclusive and JMJD2A Tudor -18%.
For CN(CC(=O)Nc1ccc(F)cc1)C(=O)c1ccccc1Sc1ccccc1C#N the results were HP1b binding inh 38%, Tb PGK inh inactive, GLS inhibitor -8%, PI4K2A inh 0, BAZ2B inh 3%, ERG-DNA inh -11%, Pin1 inhibitor -3%, G9a block 10% and JMJD2A Tudor -1%.
Screening O=C(NCC(=O)N1CCCC1)c1cccs1 returned HP1b binding inh 21%, Tb PGK inh inactive, GLS inhibitor 0%, PI4K2A inh -2, BAZ2B inh 2%, Pin1 inhibitor -8%, G9a block 8%[12.7 µM] and JMJD2A Tudor -17%.
For COc1ccc(C(CNC(=O)C(C)(C)Oc2ccc(Cl)cc2)N2CCOCC2)cc1 (stereo unspecified) the results were HP1b binding inh 8%, Tb PGK inh -2%, GLS inhibitor 4%, PI4K2A inh -1, ERG-DNA inh 15%, Pin1 inhibitor -6% and JMJD2A Tudor -18%.
COc1ccc2nc(NC(=O)c3c(C)noc3C)sc2c1 was read as HP1b binding inh 38%, Tb PGK inh -2%, GLS inhibitor 2%, PI4K2A inh -4, BAZ2B inh 4%, ERG-DNA inh 5%, Pin1 inhibitor 5%, G9a block 8%[2.33 µM] and JMJD2A Tudor -9%.
`Cc1cc(C)nc(-n2nc(C)c3c(C(F)(F)F)cc(=O)[nH]c32)n1` gave HP1b binding inh 24%, Tb PGK inh -2%, GLS inhibitor 13%, PI4K2A inh 6, BAZ2B inh -5%, ERG-DNA inh -3%, Pin1 inhibitor -2%, G9a block 23% and JMJD2A Tudor -15%.
